M. tuberculosis HTS – M. tuberculosis growth inhibition, HTS (AID 449762). M. tuberculosis H37Rv growth inhibition, 7H9 media; higher % means a stronger effect. one-dose inhibition, % at 25 µM; IC50 in µM for titrated hits. 0.59% of 330,000 active; in the data active = a potency from the dose series; inconclusive = inhibition above about 70% without an active follow-up result;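 also: bacterial growth assessed after seven days of incubation; strong numbers were not always called active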
inhibitors of VEEV – inhibitors of VEEV TC-83 cytopathic effect, confirmation, Vero cells (AID 588727) | Vero cells, VEEV TC-83 cytopathic effect inhibition; higher % means a stronger effect | inhibition, % at 20 µM; hits with a dose series show IC50 in µM | 0.13% of 350,000 active; in the data active = a potency from the dose series; inconclusive = inhibition mostly from about 14% at the one dose, without a potency; inactive = the rest, 99 in 100 with inhibition below about 12%; also: strong numbers were not always called active
M. tuberculosis – growth inhibition of non-replicating M. tuberculosis (AID 488890); Mycobacterium tuberculosis non-replicating, growth inhibition; higher % means a stronger effect; inhibition, % at 25 µM; hits with a dose series show IC50 in µM; 0.39% of 320,000 active; in the data active = a potency from the dose series; inconclusive = inhibition mostly from about 82% at the one dose, without a potency; inactive = the rest, 99 in 100 with inhibition below about 76%;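 also: plate controls were DMSO cells for no effect and high antibiotic wells for full effect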
influenza NS1A – H1N1 influenza NS1A inhibitors, functional cell based assay (AID 504329); NS1A functional cell-based assay, percent inhibition; higher % means a stronger effect; inhibition, % at 12.5 µM, or IC50 in µM where a hit was titrated; 0.3% of 340,000 active; in the data active = a potency from the dose series; inconclusive = inhibition above about 27% without an active follow-up result; also: strong numbers were not always called active
Salmonella PhoP GFP – PhoP regulon inhibitors, Salmonella typhi PhoP promoter GFP reporter, confirmatory (AID 1850). Salmonella Typhi PhoP-promoter GFP reporter, fluorescence, 4 h; higher % means a stronger effect. inhibition, % at 50 µM; hits with a dose series show IC50 in µM. 0.33% of 310,000 active; in the data active = a potency from the dose series; inconclusive = inhibition mostly from about 25% at the one dose, without a potency; inactive = the rest, 99 in 100 with inhibition below about 19%;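 also: 0% = induced wells with vehicle and 100% = uninduced wells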
inhibitors of VEEV 10K pilot screen – second read-out of inhibitors of VEEV, no call of its own (marks repeat the call); inhibition, %; measured here: 10K pilot screen inhibition
An asterisk follows results filed as active; i = inactive; ? = inconclusive; . = not tested or not shown.

SMILES	M. tuberculosis HTS	inhibitors of VEEV	M. tuberculosis	influenza NS1A	Salmonella PhoP GFP	others
COc1ccc(C(CNC(=O)CCNC(=O)c2ccc(Br)cc2)N2CCOCC2)cc1 (configuration not stated)	-6%	0.6%	-9%	9%	-3%
CCN(CC(=O)Nc1ccccc1C(F)(F)F)C(=O)CCc1ccccc1	8%	0.8%	12%	-7%	6%
O=C(O)c1ccc(CSc2nc3ccc(N4C(=O)C5C6C=CC(C6)C5C4=O)cc3s2)cc1 (configuration not stated)	7%	0.4%	29%	0%	-11%
COCCn1c(SCC(=O)NC2CCCC2)nc2c(c1=O)SCC2	2%	i	-5%	4%	-11%
Fc1ccccc1OCCCCn1cncn1	-5%	i	-1%	4%	-7%
CCN(CC)CC(=O)N1c2ccccc2CCc2ccc(NC(=O)c3cc(OC)c(OC)c(OC)c3)cc21	6%	9.1%	34%	11%	3%
CCOc1ccc(C(=O)C[n+]2cccc3cc(C)ccc32)cc1	9%	2.1%	2%	-3%	8%
Cc1ccc(C)c(S(=O)(=O)C(C#N)c2nc3ccccc3nc2N2CCCC2)c1 (configuration not stated)	-5%	0.1%	68%	-2%	-11%
Cc1ccccc1Cn1cc(NC(=O)c2cc(-c3ccco3)on2)cn1	3%	2.7%	-18%	7%	-3%
CC(C)(C)c1ccc(S(=O)(=O)N2CCN(C3CCCC3)CC2)cc1	1%	2.8%	-13%	1%	0%
Cc1ccc(N=Cc2sccc2C)cc1C	-32%	1.1%	32%	-2%	-6%
O=[N+]([O-])c1cc(-c2cnc3ccccc3n2)ccc1Oc1ccc(Br)cc1	-7%	i	28%	6%	-4%
Nc1ccccc1C(=O)NCc1ccc(Cl)cc1	3%	0.2%	4%	29%	-5%
COc1ccccc1NS(=O)(=O)c1cc(C(=O)NCCCN2CCCC2=O)ccc1C	.	1.0%	.	-4%	.
Nc1cc(-c2ccccc2)nn1S(=O)(=O)c1ccc(Br)cc1	-5%	4.8%	6%	0%	.

Five records drawn at random from those above:
SMILES	M. tuberculosis HTS	inhibitors of VEEV	M. tuberculosis	influenza NS1A	Salmonella PhoP GFP	others
COc1ccccc1NS(=O)(=O)c1cc(C(=O)NCCCN2CCCC2=O)ccc1C	.	1.0%	.	-4%	.
Cc1ccccc1Cn1cc(NC(=O)c2cc(-c3ccco3)on2)cn1	3%	2.7%	-18%	7%	-3%
COc1ccc(C(CNC(=O)CCNC(=O)c2ccc(Br)cc2)N2CCOCC2)cc1 (configuration not stated)	-6%	0.6%	-9%	9%	-3%
CCN(CC(=O)Nc1ccccc1C(F)(F)F)C(=O)CCc1ccccc1	8%	0.8%	12%	-7%	6%
Cc1ccc(N=Cc2sccc2C)cc1C	-32%	1.1%	32%	-2%	-6%

The main list resumes with the 5 entries that preceded the break.
SMILES	M. tuberculosis HTS	inhibitors of VEEV	M. tuberculosis	influenza NS1A	Salmonella PhoP GFP	others
Cc1ccc(N=Cc2sccc2C)cc1C	-32%	1.1%	32%	-2%	-6%
O=[N+]([O-])c1cc(-c2cnc3ccccc3n2)ccc1Oc1ccc(Br)cc1	-7%	i	28%	6%	-4%
Nc1ccccc1C(=O)NCc1ccc(Cl)cc1	3%	0.2%	4%	29%	-5%
COc1ccccc1NS(=O)(=O)c1cc(C(=O)NCCCN2CCCC2=O)ccc1C	.	1.0%	.	-4%	.
Nc1cc(-c2ccccc2)nn1S(=O)(=O)c1ccc(Br)cc1	-5%	4.8%	6%	0%	.
C/C(N)=C(/C#N)C(=O)CSc1nc2ccccc2c(=O)n1Cc1ccc(C)cc1	9%	1.9%	-7%	1%	7%
Cc1c(C(=O)OCC(C)C)[nH]c2c1C(=O)CC(c1ccco1)C2 (configuration not stated)	-3%	9.3%	19%	0%	-10%
COc1ccccc1CNC(=O)c1ccccc1SCC(=O)NCc1ccco1	.	8.5%	.	-1%	.
Cc1n[nH]c(C)c1S(=O)(=O)N1CCN(S(=O)(=O)c2cccc(F)c2)CC1	.	3.0%	.	-3%	.
CCC(c1nnc(SCC(=O)Nc2ccc(S(N)(=O)=O)cc2)n1Cc1ccccc1)N(C)C (configuration not stated)	-7%	0.8%	-5%	2%	2%
S=c1[nH]nc(-c2cc(-c3ccccc3)n[nH]2)n1/N=C/c1ccc(Cl)c(Cl)c1	13%	3.8%	-10%	4%	-2%
CCN(CC)CCOC(=O)C1(c2ccccc2)CCOCC1	-3%	2.4%	-3%	7%	10%
O=c1ccc2cc(S(=O)(=O)N3CCN(c4cc(Cl)ccc4Cl)CC3)ccc2o1	-6%	i	29%	-6%	-4%
CCOc1ccc(OCC)c(NC(=O)Cn2cccc2)c1	.	i	.	4%	-5%
CCNc1nc(NCC)nc(N(C)N)n1	-1%	7.2%	9%	13µM*	-6%
Cc1ccc(C(=O)Nc2ccc(C(F)(F)F)n(C)c2=O)cc1	-1%	0.5%	5%	-10%	-5%
O=C1C(=O)N(c2ccccc2)P(=O)(N(CCCl)CCCl)N1c1ccccc1	.	3.9%	.	4%	.
Cn1c(-c2ccc(F)cc2)cnc1SCC(=O)N1CCCc2ccccc21	10%	i	55%	5%	-6%
O=C(NCc1ccc(Cl)c(Cl)c1)c1ccco1	10%	0.1%	55%	17%	12%
N#CCSc1nnc(COc2cccc3ccccc23)n1-c1cccc(Cl)c1	10%	4.9%	-1%	-6%	-14%
CCOC(=O)C1=C(c2ccccc2)OC(N)=C(C#N)C1c1ccc(Cl)s1 (configuration not stated)	0%	1.3%	28%	2%	-14%
O=C(CN1C(=O)C2C3C=CC(C3)C2C1=O)NCCC1=CCCCC1 (configuration not stated)	-1%	6.5%	-4%	4%	-9%
CCN1CCN(C(=O)c2ccccc2N(Cc2ccccc2)S(=O)(=O)c2ccc(OC)cc2)CC1	-1%	1.0%	-4%	10%	2%
C=CCn1c(SCC(=O)Nc2c(C)cccc2C)nnc1-c1ccncc1	0%	i	-5%	7%	0%
Nc1cc(-c2ccc(Br)cc2)nn1S(=O)(=O)c1ccccc1	-3%	1.1%	.	4%	-12%
COc1ccc2oc(C(=O)OCC(=O)NC(C)c3ccccc3)c(C)c2c1 (configuration not stated)	-2%	3.9%	0%	-6%	-2%
O=C(c1cc(-c2ccc(O)cc2)on1)N1CCOCC1	-6%	2.9%	26%	-2%	4%
CSCCC(NC(N)=O)C(=O)Nc1ccc(C)cc1 (configuration not stated)	-5%	0.5%	.	-5%	2%
CC(C)c1ccc(C(=O)NC2=NCCS2)cc1	-10%	1.7%	8%	-5%	9%
CSc1sc(C(=O)O)c2c1C(=O)CCC2	-3%	4.0%	-1%	-8%	-10%
Cc1ccc(NC(=O)CN2C(=O)S/C(=C/c3ccc(-c4cc(C(=O)O)ccc4C)o3)C2=O)cc1C	40%	3.7%	5%	3%	-11%
COc1ccc(-c2cc(=O)oc3cc(OC(C)C(=O)NC4CC4)ccc23)cc1 (configuration not stated)	-1%	i	-9%	-6%	-7%
CN(C)c1c([N+](=O)[O-])ncn1C	0%	0.8%	-3%	6%	3%
CCN1CCN(Cc2ccc(NC(=O)c3cc(NC(=O)c4cncc(-c5ccc(C#N)cc5)c4)cc(OC)c3)cc2C(F)(F)F)CC1	?	8.7%	?	-4%	20%
O=C(Cc1ccccc1)N1CCN(Cc2ccc(F)cc2)CC1	1%	2.9%	-1%	-11%	2%
O=C(CSc1nnc(C2CC2)n1Cc1ccccc1)NCc1ccccc1	6%	0.2%	-3%	12%	5%
CC(NC(=O)c1cc(=O)[nH]c2ccccc12)c1ccc(F)cc1F (configuration not stated)	13%	2.7%	3%	3%	6%
COc1ccc(N2C(=O)CC(Cc3ccccc3OC)C2=O)cc1 (configuration not stated)	-4%	i	7%	-9%	10%
Cc1c(Cl)cccc1NC(=S)NC(=O)CCN1C(=O)c2ccccc2C1=O	-4%	0.7%	28%	-3%	14%
O=C(CNS(=O)(=O)c1ccc(Br)s1)Nc1ccc2c(c1)OCCO2	-4%	i	7%	-5%	-6%
CCc1nc(Nc2ccc(OC)cc2OC)c2oc3ccccc3c2n1	-1%	i	-9%	-8%	11%
CC1CCN(CCCOc2ccc(Br)cc2Cl)CC1	-7%	i	34%	-3%	15%
COCCOCCn1c(CCCO)nc2ccccc21	-4%	i	-2%	-9%	4%
Cc1cc(S(=O)(=O)N2CCCc3ccccc32)ccc1-n1cnnn1	-2%	i	2%	10%	-2%
CN(CC(=O)Nc1ccc2c(c1)OCO2)CC(=O)Nc1ccc(F)c(F)c1F	3%	2.3%	-3%	-5%	.
Cc1ccc(/C=N/NC(=O)C(C)NC(=O)c2ccccc2)cc1 (configuration not stated)	-2%	2.9%	-4%	0%	14%
O=C1CC(c2ccc(F)cc2)CC(O)=C1C1NCCc2ccccc21 (configuration not stated)	0%	0.3%	18%	-10%	-7%
CN(C)S(=O)(=O)c1ccc(N2CCOCC2)c(C(=O)NCc2ccc3c(c2)OCO3)c1	10%	3.5%	22%	8%	.
CCOC(=O)c1ccc(N2N=C(C)/C(=C/C=C/c3ccco3)C2=O)cc1	-20%	i	19%	>100µM*	4%
Cc1ccc(-c2cc(Cc3ccc(N(C)C)cc3)c(=O)[nH]n2)cc1	-2%	i	-2%	.	-4%
COc1ccc(S(=O)(=O)N2CCC(NC(=O)c3cccc(F)c3)CC2)cc1	-1%	i	-9%	-22%	3%
CC[N+](C)(CC)CC(O)COCC1COc2ccccc2O1 (configuration not stated)	6%	1.5%	-25%	-5%	-3%
COc1ccc(Br)c(C(=O)OCC(=O)N2CCc3ccccc32)c1	66%	9.7%	78%	-8%	.
O=C(NCc1nnc2c(C(F)(F)F)cc(Cl)cn12)C1CCCC1	7%	1.4%	-8%	2%	7%
CCOc1ccc(-c2nnc3ccc(SCC(=O)N4CCN(c5ccccc5)CC4)nn23)cc1	.	8.9%	.	1%	.
COC(=O)c1ccc(NC(=O)CC2C(=O)N(c3ccc(C)cc3)C(=O)N2CC(C)C)cc1 (configuration not stated)	2%	1.4%	6%	8%	2%
CCOc1cc2[nH]c(=O)n(Cc3ccc(C(=O)NCCCN4CCC(C)CC4)cc3)c(=O)c2cc1OCC	6%	8.1%	23%	3%	10%
CCC(C(=O)c1ccc(O)cc1)c1ccccc1 (configuration not stated)	9%	3.1%	22%	-1%	-6%
Cc1ccccc1NC(=O)c1cccc(NC(=O)CCC(=O)O)c1	-2%	1.8%	0%	-5%	-8%
O=C(c1cc2ccccc2[nH]1)N1CCOCC1	0%	1.1%	-12%	-2%	-1%
Cc1cc(NC(=O)CSc2nc(=O)n(CCN(C)C)c3c2CCCC3)no1	-3%	i	-16%	-4%	5%
Cc1ccc(NCC(=O)NNC2=NCCC2)c(C)c1	2%	0.3%	8%	7%	-6%
CCOC(=O)C1=C(c2ccccc2)OC(N)=C(C#N)C1c1ccc(Br)s1 (configuration not stated)	6%	0.5%	65%	2%	-7%
O=C(N/N=C/c1cccc([N+](=O)[O-])c1)c1cc(-c2ccc3c4c(cccc24)CC3)n[nH]1	3%	0.3%	22%	5%	-2%
CCOc1ccc(-c2nnc(SCC(=O)NC3CC3)o2)cc1	46%	6.5%	?	-7%	.
Remaining list, next part:
SMILES	M. tuberculosis HTS	inhibitors of VEEV	M. tuberculosis	influenza NS1A	Salmonella PhoP GFP	others
C/C(CCc1ccco1)=N\NC(=O)CNc1cccc2ccccc12	3%	1.0%	31%	11%	-2%
O=C(CNc1ccc(F)cc1)N/N=C/C1CC=CCC1 (configuration not stated)	0%	1.7%	-6%	2%	4%
Cc1cc(SCc2cccc([N+](=O)[O-])c2)nc(=O)[nH]1	2%	4.3%	1%	0%	4%
CCOc1ccccc1N(CC(=O)NC(C)(C)C)C(=O)c1ccc(CN2CCOCC2)o1	-2%	8.5%	5%	2%	-9%
Cc1ccc2c(CN3CCC(C)CC3)cc(=O)oc2c1	-1%	i	17%	3%	6%
O=[N+]([O-])c1ccc2nn(Cc3ccccc3)cc2c1	-3%	i	63%	-7%	-3%
CSc1cccc(NC(=O)c2cc(S(=O)(=O)N3CCc4ccccc43)cn2C)c1	-4%	2.4%	-6%	-3%	-5%	inhibitors of VEEV 10K pilot screen=2.4
CC(C)Cc1nnc(NS(C)(=O)=O)s1	2%	i	-3%	-17%	0%
CCC(C)NC(=O)C1CCN(S(=O)(=O)c2cc([N+](=O)[O-])ccc2Cl)CC1 (configuration not stated)	-1%	0.2%	-5%	1%	2%
O=C1COc2ccccc2N1Cc1c(F)cccc1Cl	8%	1.8%	13%	-8%	5%
CC(C)C(=O)NC(=S)Nc1ccccc1N1CCN(C(=O)c2ccc(Cl)cc2)CC1	-4%	8.8%	17%	-9%	5%
CCc1nc(OCCN(C)C)c2oc3ccccc3c2n1	6%	1.4%	-2%	-1%	0%
